pAkt inh = HTS Assay for Inhibitors of Akt Phophorylation: Primary Screen; AID 651550, 2012; activity change, % for hits at 50 µM; 360,000 tested, 0.32% active; Neuro2A IGF-stimulated pAkt S473 HTRF, 20 min; stronger effect = lower value; in the data active = activity change below about -80%; inconclusive = mostly about -51% to -80%; note: % is set by controls: 0 for no effect and ±100 for the full control effect
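Neuro2A cells (4,500/well, DMEM with 0.5% FBS) were treated with compound at a single 50 µM final concentration, stimulated with 6 nM IGF for 20 min at 37 °C, and lysed. Phospho-Akt Ser473 was read by HTRF as 665/615 ratio ×10^4.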
Abeta yeast res = qHTS for compounds that reverse cellular toxicity of Amyloid beta (A-beta) peptide in yeast: Primary Screen. yeast expressing A-beta42, growth rescue, OD600, 48 h; response scale: 0% DMSO, 100% iron-clioquinol control. Potency, µM (highest dose often 46.1 µM), for inactives: at the highest dose growth rescue, actives largely listed as activators. 410,000 tested, 0.063% active; note: potency is the fitted concentration of half-maximal effect; nearly all actives have a fitted effect of over 55% in size
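Growth rescue measured by 600 nm absorbance after 48 h yeast culture at 30 C with compound. Values normalized between DMSO and an equimolar ferric chloride plus clioquinol control.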
TDP43 rescue = qHTS of TDP-43 Inhibitors; AID 652104, 2013; 410,000 tested, 1.8% active; TDP-43 expressing yeast growth rescue, BacTiter-Glo, 24 h; Potency, µM (titrated, usually from 46.1 µM), for inactives: at the highest dose growth rescue (activation), usual class: activators; note: potency is the fitted concentration of half-maximal effect; % of control where 0% means no effect; nearly all actives have a fitted effect of over 50% in size
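Readout is BacTiter-Glo luminescence of cell growth, so inhibitors register as activators. TDP-43-expressing yeast at OD600=0.02 in galactose medium, after raffinose pregrowth to mid-log, were incubated with compound for 24 hr at 30 deg C.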
GLP1R ag = qHTS of GLP-1 Receptor Agonists; HEK293 GLP-1R CRE-luciferase, luminescence, 4-6 h; cells express a hypersensitive GLP-1R form; Potency, µM (top dose mostly 45.6 µM), for the others: at the highest dose activation, actives largely listed as activators; 380,000 tested, 0.007% active; AID 624172, 2012; note: potency is the fitted concentration of half-maximal effect; % of control where 0% means no effect
Target sequence (P43220 whole entry, looked up): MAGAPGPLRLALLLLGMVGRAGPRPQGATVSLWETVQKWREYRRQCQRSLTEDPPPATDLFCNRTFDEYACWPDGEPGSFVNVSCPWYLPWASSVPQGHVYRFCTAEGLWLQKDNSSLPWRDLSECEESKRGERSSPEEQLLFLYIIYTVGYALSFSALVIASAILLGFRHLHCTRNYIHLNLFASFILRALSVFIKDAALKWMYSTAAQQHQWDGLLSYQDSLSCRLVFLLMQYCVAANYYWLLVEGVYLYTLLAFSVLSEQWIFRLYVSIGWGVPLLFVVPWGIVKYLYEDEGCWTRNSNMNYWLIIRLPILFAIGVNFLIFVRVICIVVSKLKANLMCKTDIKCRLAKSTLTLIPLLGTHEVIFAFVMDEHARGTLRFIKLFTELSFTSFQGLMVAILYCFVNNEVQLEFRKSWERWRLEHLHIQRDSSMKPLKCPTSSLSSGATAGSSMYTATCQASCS
GLP1R inv ag = qHTS of GLP-1 Receptor Inverse Agonists (Inhibition Mode); 410,000 tested, 1.6% active; Glucagon-like peptide 1 receptor (Homo sapiens), P43220; HEK293 GLP-1R CRE-luciferase, luminescence, 24 h; GLP-1R form is constitutively active; AID 624417, 2012; Potency, µM (top dose mostly 38.3 µM), inactives show at the top dose activity change, negative = inhibition, hits mostly inhibitors; note: potency is the fitted concentration of half-maximal effect; % is set by controls: 0 for no effect and ±100 for the full control effect; nearly all actives have a fitted effect of over 55% in size
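HEK293 cells stably co-expressing constitutively active GLP-1R and a cAMP-responsive luciferase reporter were seeded in DMEM with 10% Nu serum, given compounds after 12 h, and incubated 24 h at 37 deg C. Luminescence was then read.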
DRD3 antagonist = qHTS of D3 Dopamine Receptor Antagonist: qHTS | D(3) dopamine receptor (Homo sapiens), P35462 | AID 652054, 2013 | max response, negative = inhibition, % | 360,000 tested, 2.5% active | D3R cells, DiscoveRx beta-arrestin luminescence, antagonist mode; stronger effect = lower value; in the data active = max response below about -50%; inconclusive = no clear call, values can overlap the other calls; note: % is set by controls: 0 for no effect and ±100 for the full control effect; mostly tested at two doses, the higher about 12 µM
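Cells expressing the human receptor were seeded at 1500 cells/well, incubated overnight at 37 degrees C in 5% CO2, then exposed to library compounds with dopamine controls for 90 minutes at 37 degrees C before luminescent detection.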
aSyn rescue = qHTS of alpha-syn Inhibitors; Yeast expressing alpha-synuclein, growth rescue, BacTiter-Glo, 24 h; Potency, µM (series often up to 46.1 µM), for inactives: top-dose growth rescue (activation), actives largely listed as activators; 370,000 tested, 0.14% active; AID 652106, 2013; note: potency is the fitted concentration of half-maximal effect; % of control where 0% means no effect; nearly all actives have a fitted effect of over 65% in size
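Screening used galactose-induced yeast with toxic alpha-synuclein levels, exposed to compound for 24 hr at 30 deg C. Cell growth, read with BacTiter-Glo luminescence, gave the measured signal.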
FUS suppressor = qHTS for Suppressors of FUS Proteinopathy: Primary screen using FUS-linked yeast assay; S. cerevisiae FUS-expressing, growth rescue, OD600, 24 h; Potency, µM (doses to about 76.6 µM), for inactives: at the highest dose growth rescue (activation), hits mostly activators; 390,000 tested, 0.24% active; AID 1347120, 2019;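 note: potency is the fitted concentration of half-maximal effect; plate controls were DMSO vehicle for no effect and reference control for full effect; nearly all actives have a fitted effect of over 55% in size; some results filed as inactive show a strong effect at the top dose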
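Read-out: OD at 600 nm after 24hr at 30C, reporting rescue of FUS-induced yeast toxicity. Cells at OD 0.005 in galactose (2%) minimal medium; compounds tested in a dilution series; CP55940 titration from 92uM final as control.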
PTHR1 agonist = qHTS for PTHR1 Agonists: Primary Screen | Parathyroid hormone/parathyroid hormone-related peptide receptor (Homo sapiens), Q03431 | HEK293 GP2 PTHR1 cells, GloSensor cAMP luminescence, 1 h | Potency, µM (doses to about 115 µM), for the others: at the top dose activation, actives largely listed as activators | 410,000 tested, 0.075% active | AID 743266, 2014; note: potency is the fitted concentration of half-maximal effect; nearly all actives have a fitted effect of over 55% in size; some results filed as inactive show a strong effect at the top dose; inactives centre near -15; many of its hits are not listed in these tables
Target sequence (Q03431 whole entry, looked up): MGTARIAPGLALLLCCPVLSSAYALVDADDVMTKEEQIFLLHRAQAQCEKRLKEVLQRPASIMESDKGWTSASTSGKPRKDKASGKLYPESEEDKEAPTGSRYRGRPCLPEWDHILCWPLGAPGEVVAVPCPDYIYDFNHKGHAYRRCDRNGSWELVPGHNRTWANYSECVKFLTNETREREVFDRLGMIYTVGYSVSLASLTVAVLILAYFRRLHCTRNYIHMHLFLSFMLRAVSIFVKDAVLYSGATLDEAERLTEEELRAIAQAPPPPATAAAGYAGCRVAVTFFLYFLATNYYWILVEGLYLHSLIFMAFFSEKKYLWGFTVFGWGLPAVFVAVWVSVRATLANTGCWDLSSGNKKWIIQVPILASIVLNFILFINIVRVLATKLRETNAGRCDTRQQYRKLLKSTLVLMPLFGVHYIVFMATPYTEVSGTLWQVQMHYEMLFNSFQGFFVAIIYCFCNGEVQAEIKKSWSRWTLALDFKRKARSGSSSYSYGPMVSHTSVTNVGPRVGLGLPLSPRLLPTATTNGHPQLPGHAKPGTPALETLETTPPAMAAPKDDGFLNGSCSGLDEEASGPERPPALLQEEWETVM
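HEK-293-derived GP2 cells expressing PTHR1 and a GloSensor cAMP reporter, 3,000/well, plated overnight, given luciferin plus IBMX (each 0.5 mM as added) for 1 h at 37 °C, then compound for 1 h at 37 °C. Luminescence was read after 15 min at room temperature.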
* marks the source's active call; other numbers are inactive results; [ ] = dose if it differs, or a comment. Unless noted, calls come from the whole dose curve; as a rule, active = well fitted curve in the direction sought with a large enough effect; inconclusive = small, poorly fitted or top-dose-only effect, or another doubt; inactive = no such curve, though single readings can be large; an effect the other way counts as inactive or inconclusive. These rows are one share of the data; the hit share may differ from the screen's.

For CCCCN(CCCNC(=O)c1cc(Nc2ccc(OC)c(OC)c2)nc2ccccc12)c1ccccc1 the results were Abeta yeast res -5%, TDP43 rescue 0%, GLP1R inv ag inconclusive, FUS suppressor 3% and PTHR1 agonist 0%.
For COc1ccc(CCNC(=S)NC2CCN(Cc3ccccc3)CC2)cc1 the results were pAkt inh inactive, Abeta yeast res -7%, TDP43 rescue -17%, GLP1R ag 15%, GLP1R inv ag inconclusive, DRD3 antagonist -83*, aSyn rescue -1%, FUS suppressor 23% and PTHR1 agonist inactive.
C/C(=N\NC(=O)NC1CCCCC1)c1ccc(OC(F)F)cc1OC(F)F was read as pAkt inh inactive, Abeta yeast res 8%, TDP43 rescue -6%, GLP1R ag inconclusive, GLP1R inv ag inconclusive, DRD3 antagonist -16, aSyn rescue 12%, FUS suppressor -8% and PTHR1 agonist -1%.
Screening Cc1ccc(CSc2nnc(-c3cccnc3)n2N)cc1 returned pAkt inh inactive, Abeta yeast res 3%, TDP43 rescue 24%, GLP1R ag 4%, GLP1R inv ag 22%, DRD3 antagonist -7, aSyn rescue 7%, FUS suppressor 14% and PTHR1 agonist inconclusive.
Screening COc1ccc([N+](=O)[O-])cc1NS(=O)(=O)c1cc(C(=O)N2CCN(C)CC2)ccc1OC returned pAkt inh inactive, Abeta yeast res 4%, TDP43 rescue 9%, GLP1R ag inconclusive, GLP1R inv ag -7%, DRD3 antagonist 23, aSyn rescue 0% and PTHR1 agonist inactive.
COc1ccc(CN2CCNC(=O)C2CC(=O)NCC2CCOCC2)c(F)c1 (stereo unspecified) was read as pAkt inh inactive, Abeta yeast res 3%, TDP43 rescue -18%, GLP1R ag -5%, GLP1R inv ag 3%, DRD3 antagonist -22, aSyn rescue -5%, FUS suppressor 7% and PTHR1 agonist inactive.
Screening CCCOC(=O)CN1C(=O)c2ccccc2C1=O returned pAkt inh inactive, Abeta yeast res -2%, TDP43 rescue -2%, GLP1R ag 8%, GLP1R inv ag -2%, DRD3 antagonist -17, aSyn rescue -12%, FUS suppressor 9% and PTHR1 agonist -8%[57.5 µM].
Screening O=C(NCc1ccccc1)C1=C[C@@H](c2ccc(C(F)(F)F)cc2)C[C@@H](OCCCCO)O1 returned pAkt inh inactive, Abeta yeast res 2%, TDP43 rescue -8%, GLP1R ag -4%, GLP1R inv ag inconclusive, DRD3 antagonist 4, aSyn rescue -6%, FUS suppressor 40% and PTHR1 agonist -13%.
For COc1ccccc1OCc1ccc(C(=O)N2N=C(C(F)F)CC2(O)C(F)F)o1 (stereo unspecified) the results were pAkt inh inactive, Abeta yeast res 0%, TDP43 rescue 23%, GLP1R ag 0%, GLP1R inv ag inconclusive, DRD3 antagonist 3, aSyn rescue 1% and PTHR1 agonist -9%.
For COc1ccc(OCC(O)CN2CCN(c3ccc(OC)cc3)CC2)cc1 (stereo unspecified) the results were pAkt inh inactive, Abeta yeast res -7%, TDP43 rescue -24%, GLP1R ag 3%, GLP1R inv ag -12%, DRD3 antagonist inconclusive, aSyn rescue -3%, FUS suppressor -5% and PTHR1 agonist inconclusive.
For CCCCCOc1ccc(NC(=O)Cn2c(-c3nonc3N)nc3ccccc32)cc1 the results were Abeta yeast res -8%, TDP43 rescue 14%, GLP1R inv ag 2%, FUS suppressor -11% and PTHR1 agonist 3%.
`COCCn1c(C)cc(C(=O)COC(=O)c2ccc(-n3nc(C)cc3C)cc2)c1C` gave pAkt inh inactive, Abeta yeast res -1%, TDP43 rescue -5%, GLP1R ag 1%, GLP1R inv ag -21%, DRD3 antagonist 34, aSyn rescue 0%, FUS suppressor 10% and PTHR1 agonist -35%[inhibitor].

An excerpt taken from the entries so far, as a working copy:
Screening Cc1ccc(CSc2nnc(-c3cccnc3)n2N)cc1 returned pAkt inh inactive, Abeta yeast res 3%, TDP43 rescue 24%, GLP1R ag 4%, GLP1R inv ag 22%, DRD3 antagonist -7, aSyn rescue 7%, FUS suppressor 14% and PTHR1 agonist inconclusive.
Screening COc1ccc([N+](=O)[O-])cc1NS(=O)(=O)c1cc(C(=O)N2CCN(C)CC2)ccc1OC returned pAkt inh inactive, Abeta yeast res 4%, TDP43 rescue 9%, GLP1R ag inconclusive, GLP1R inv ag -7%, DRD3 antagonist 23, aSyn rescue 0% and PTHR1 agonist inactive.
COc1ccc(CN2CCNC(=O)C2CC(=O)NCC2CCOCC2)c(F)c1 (stereo unspecified) was read as pAkt inh inactive, Abeta yeast res 3%, TDP43 rescue -18%, GLP1R ag -5%, GLP1R inv ag 3%, DRD3 antagonist -22, aSyn rescue -5%, FUS suppressor 7% and PTHR1 agonist inactive.
Screening CCCOC(=O)CN1C(=O)c2ccccc2C1=O returned pAkt inh inactive, Abeta yeast res -2%, TDP43 rescue -2%, GLP1R ag 8%, GLP1R inv ag -2%, DRD3 antagonist -17, aSyn rescue -12%, FUS suppressor 9% and PTHR1 agonist -8%[57.5 µM].

Further compounds
For CCS(=O)(=O)c1ccc(O)c(NC(=O)c2ccc(S(=O)(=O)N3CCCCCC3)cc2)c1 the results were pAkt inh inactive, Abeta yeast res 11%, TDP43 rescue -14%, GLP1R ag 5%, GLP1R inv ag 0%, DRD3 antagonist -2, aSyn rescue 1%, FUS suppressor 19% and PTHR1 agonist -9%.
Screening COc1ccc(CN2C(=O)C(CC(=O)NCC3CCCCC3)CC(C(=O)N3CCOCC3)=C2C)cc1 (stereo unspecified) returned pAkt inh inactive, Abeta yeast res -15%, TDP43 rescue 18%, GLP1R ag 2%, GLP1R inv ag -13%, DRD3 antagonist 17, aSyn rescue 3%, FUS suppressor -5% and PTHR1 agonist -18%.
For C#CCOC(=O)C[N+](C)(C)C/C=C/c1ccccc1 the results were pAkt inh inactive, Abeta yeast res -6%, TDP43 rescue -2%, GLP1R ag 1%, GLP1R inv ag -6%, DRD3 antagonist -4, aSyn rescue 1%, FUS suppressor -16% and PTHR1 agonist inactive.
Screening COc1ccc2nc(C)cc(N3CCN(c4ccccc4)CC3)c2c1 returned pAkt inh inactive, Abeta yeast res -8%, TDP43 rescue -2%, GLP1R ag 15%, GLP1R inv ag inconclusive, DRD3 antagonist 5, aSyn rescue 1%, FUS suppressor 8% and PTHR1 agonist inactive.
CC(C)(C)c1cc(C(=S)N2CCCC2)cc(C(C)(C)C)c1O was read as pAkt inh inactive, Abeta yeast res 19%, TDP43 rescue 19%, GLP1R ag 6%, GLP1R inv ag 8.9µM*, DRD3 antagonist -10, aSyn rescue -6%, FUS suppressor 24% and PTHR1 agonist inactive.
Cc1cc(Nc2ccccc2)c2c([N+](=O)[O-])cc(C)c(C)c2n1 was read as pAkt inh inactive, Abeta yeast res -17%, TDP43 rescue 11%, GLP1R ag -1%, GLP1R inv ag 1%, DRD3 antagonist 27, aSyn rescue 2%, FUS suppressor -31% and PTHR1 agonist -6%.
`FC(F)(F)c1cccc(NC(=S)Nc2ccc(Cl)cc2Cl)c1` gave pAkt inh inactive, Abeta yeast res -24%, TDP43 rescue 26%, GLP1R ag -1%, GLP1R inv ag -33%, DRD3 antagonist 37, aSyn rescue -39%[inhibitor], FUS suppressor -4% and PTHR1 agonist -25%[57.5 µM].
`Cc1ccc2nc(-c3cccc(S(=O)(=O)N4CCCC4)c3)cn2c1` gave pAkt inh inactive, Abeta yeast res 0%, TDP43 rescue -4%, GLP1R ag 3%, GLP1R inv ag 4%, DRD3 antagonist -7, aSyn rescue -5%, FUS suppressor 11% and PTHR1 agonist -24%.
Screening C/C(CC(=O)NCc1ccco1)=N\NC(=O)Cc1ccccc1 returned pAkt inh inactive, Abeta yeast res -2%, TDP43 rescue 7%, GLP1R ag 3%, GLP1R inv ag 1%, DRD3 antagonist 5, aSyn rescue -16%, FUS suppressor 15% and PTHR1 agonist -18%[57.5 µM].
Screening CC12CCC(C(=O)NNC(=O)c3ccc(F)cc3)(OC1=O)C2(C)C (stereo unspecified) returned pAkt inh inactive, Abeta yeast res -4%, TDP43 rescue -5%, GLP1R ag -6%, GLP1R inv ag 25%, DRD3 antagonist -3, aSyn rescue 2%, FUS suppressor -11% and PTHR1 agonist inactive.
For CCOc1ccc(NC(=O)CNC(=O)c2ccco2)cc1 the results were pAkt inh inactive, Abeta yeast res -9%, TDP43 rescue 22%, GLP1R ag 4%, GLP1R inv ag 16%, DRD3 antagonist 22, aSyn rescue 0%, FUS suppressor -14% and PTHR1 agonist -16%.
`COC1=C(OC)c2ccccc2C(C(=O)O)N/C1=C(/C)Nc1ccncc1` (stereo unspecified) gave pAkt inh inactive, Abeta yeast res -13%, TDP43 rescue -1%, GLP1R ag 4%, GLP1R inv ag 6%, DRD3 antagonist -8, aSyn rescue -2%, FUS suppressor 0% and PTHR1 agonist inactive.
`CC(C)CN(CC(C)C)c1nnc(N)s1` gave pAkt inh inactive, Abeta yeast res 25%, TDP43 rescue 0%, GLP1R ag 1%, GLP1R inv ag -5%, DRD3 antagonist 1, aSyn rescue 0%, FUS suppressor -18% and PTHR1 agonist -23%.

Assay outcomes (PubChem)
